D2 antagonist: antagonists of human D2 dopamine receptor; HEK293 TREx D2 cells, calcium flux, dopamine EC80; AID 485344; P14416; inhibition, % at 10 µM; 340,000 compounds, 2% hits; in the data active = inhibition above about 30%; note: 0% is about no effect
Target sequence (P14416 whole entry, looked up): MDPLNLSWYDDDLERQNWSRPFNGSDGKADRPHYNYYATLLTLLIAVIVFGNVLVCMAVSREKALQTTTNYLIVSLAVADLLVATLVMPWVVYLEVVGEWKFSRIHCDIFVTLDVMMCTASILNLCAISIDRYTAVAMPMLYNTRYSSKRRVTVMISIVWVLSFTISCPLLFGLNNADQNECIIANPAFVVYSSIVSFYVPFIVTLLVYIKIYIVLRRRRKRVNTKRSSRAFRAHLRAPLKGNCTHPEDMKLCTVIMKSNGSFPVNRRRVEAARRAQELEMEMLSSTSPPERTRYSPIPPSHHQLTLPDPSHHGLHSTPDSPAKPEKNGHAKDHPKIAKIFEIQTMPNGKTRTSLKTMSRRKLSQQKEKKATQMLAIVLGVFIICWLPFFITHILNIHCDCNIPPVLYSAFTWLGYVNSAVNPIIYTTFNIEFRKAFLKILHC
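Antagonism is scored as inhibition of an EC80 dopamine-evoked calcium signal in a force-coupled, tetracycline-inducible HEK293 T-REx D2 line, with compound present 180 s before agonist.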
mIDH1 inhibitor: blocks human mutant IDH1 R132H enzyme; AID 602179; Potency, µM (series often up to 76.6 µM), inactives show at the top dose activity change, negative = inhibition, actives largely listed as inhibitors; O75874; 390,000 compounds, 0.093% hits; IDH1-R132H enzyme, NADPH consumption, diaphorase/resazurin fluorescence; note: potency is the fitted concentration of half-maximal effect; % is set by controls: 0 for no effect and ±100 for the full control effect; nearly all actives have a fitted effect of over 65% in size
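IDH1-R132H (0.5 ug/mL dispensed) in pH 7.5 Tris buffer was preincubated 30 min with compound, then given a substrate mix of 0.016 mM NADPH and 2 mM alpha-KG for 80 min at room temperature; remaining NADPH was read by diaphorase/resazurin fluorescence.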
rTrxR1 inhibitor: blocks rat thioredoxin reductase 1; recombinant rTrxR1, NADPH fluorescence consumption, selenite substrate; O89049; 390,000 compounds, 1% hits; Potency, µM (titrated, usually from 114 µM), for the others: at the top dose activity change, negative = inhibition, actives largely listed as inhibitors; note: potency is the fitted concentration of half-maximal effect; % is set by controls: 0 for no effect and ±100 for the full control effect; nearly all actives have a fitted effect of over 65% in size
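Rat TrxR1 (90 nM in the dispensed reagent) was pre-reduced with 400 uM NADPH for 5 min at room temperature, then incubated with compound for 15 min. After 400 uM selenite was added, NADPH fluorescence (Ex 340/Em 450 nm) was followed for 8 min.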
USP1 inh: blocks the human USP1/UAF1 deubiquitinase complex; O94782; recombinant USP1/UAF1, Ub-Rhodamine cleavage fluorescence; Potency, µM (top dose mostly 57.1 µM), inactives show at the top dose activity change, negative = inhibition, most hits filed as inhibitors; 390,000 compounds, 0.23% hits; AID 743255; note: potency is the fitted concentration of half-maximal effect; % is set by controls: 0 for no effect and ±100 for the full control effect; nearly all actives have a fitted effect of over 60% in size; inactives centre near -12
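USP1/UAF1 complex at 1 nM was preincubated with compound for 15 min at room temperature, then Ub-Rho substrate (150nM final) was added. Fluorescence (480/540 nm) was read kinetically, 6 reads every 60 seconds.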
Pin1 inh: inhibitors of human Pin1 | Q13526 | Pin1 FP peptide displacement, HiFluor488, 10 min | Potency, µM (top dose mostly 115 µM), for inactives: at the top dose activity, negative = inhibition, actives largely listed as inhibitors | 390,000 compounds, 0.009% hits | AID 504891; active = well fitted inhibition curve with a large enough effect in the polarisation, with a control signal flat, not every such curve was filed as active; inconclusive = small, poorly fitted or top-dose-only effect, or effect the other way, or a change in a side signal; inactive = no such curve, though single readings can be large or run the other way; the % refers to the polarisation; note: potency is the fitted concentration of half-maximal effect; % is set by controls: 0 for no effect and ±100 for the full control effect
Target sequence (Q13526 whole entry, looked up): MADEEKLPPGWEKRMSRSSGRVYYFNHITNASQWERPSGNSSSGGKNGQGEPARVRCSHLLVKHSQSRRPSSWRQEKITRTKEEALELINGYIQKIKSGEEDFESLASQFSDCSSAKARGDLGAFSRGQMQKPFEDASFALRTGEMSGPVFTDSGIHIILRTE
D2 agonist: D2 dopamine receptor (human) agonism; activation, % at 2 µM; AID 485358; 340,000 compounds, 0.53% hits; HEK293 T-REx D2 cells, calcium flux agonist mode; P14416;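 active = activation over 3 SD above normal in the single-dose calcium agonist read, cut at about 30% in these data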; note: 0% is about no effect
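Tetracycline-induced HEK293 Trex cells with D2 receptor force-coupled to calcium signaling, plated overnight at 30 C and loaded with no-wash calcium dye. Calcium flux read kinetically for 180 s after compound addition; responses flag agonists.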
TrxR1 substrate: is turned over as a substrate by rat TrxR1 | O89049 | purified TrxR1 substrate turnover, NADPH consumption readout | Potency, µM (doses to about 114 µM), for the others: at the top dose activity change, negative = substrate turnover | 390,000 compounds, 0.01% hits | AID 588456; note: potency is the fitted concentration of half-maximal effect; % is set by controls: 0 for no effect and ±100 for the full control effect; nearly all actives have a fitted effect of over 50% in size
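Rat TrxR1, dispensed at 90 nM, was prereduced with 400 uM NADPH (final) for 5 min at ~22 deg C, then incubated with compound 15 min before 400 uM selenite. A first-read NADPH fluorescence drop versus no-compound background flagged substrates.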
TRHR agonist: activates the human TRH receptor; activation, % at 2 µM; TRHR cells, calcium flux fluo-8, FDSS agonist mode; P34981; 360,000 compounds, 0.18% hits; in the data active = activation above about 30%; note: 0% is about no effect
Target sequence (P34981 whole entry, looked up): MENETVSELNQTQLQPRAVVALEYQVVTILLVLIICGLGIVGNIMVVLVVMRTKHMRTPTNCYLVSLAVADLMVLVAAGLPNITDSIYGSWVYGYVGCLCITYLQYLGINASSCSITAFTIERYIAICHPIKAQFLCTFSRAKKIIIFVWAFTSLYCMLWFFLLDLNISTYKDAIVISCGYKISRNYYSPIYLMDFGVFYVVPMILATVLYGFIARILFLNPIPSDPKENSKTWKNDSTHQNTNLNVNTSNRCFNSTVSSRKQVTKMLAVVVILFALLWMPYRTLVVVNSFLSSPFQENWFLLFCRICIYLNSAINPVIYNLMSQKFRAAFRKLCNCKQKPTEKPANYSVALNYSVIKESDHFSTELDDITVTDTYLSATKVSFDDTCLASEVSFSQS
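In this calcium-flux screen, cells bearing human TRHR are dye-loaded with fluo-8, baselined for 10 cycles, then exposed to library compounds; positive kinetic calcium responses during the agonist phase mark hits, with TRH as control.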
TRHR enhancer: TRH receptor (human) allosteric enhancement | P34981 | TRHR cells, fluo-8 calcium fluorescence, EC20 TRH enhancement | enhancement, % at 2 µM | 360,000 compounds, 0.66% hits | AID 493056; in the data active = enhancement above about 30%; note: 0% is about no effect
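TRHR-expressing cells loaded with fluo-8 calcium dye were read kinetically (ex 480/em 530) during compound addition, then stimulated with an EC20 of TRH (10 nM final). Enhancement of the Gq-mediated intracellular calcium response was scored.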
* hit, by the source's call; ? = inconclusive; . = not tested or not shown; & = joins results of further samples; [ ] = another dose, or the depositor's remark. Unless noted, calls come from the whole dose curve; as a rule, active = well fitted inhibition curve with a large enough effect; inconclusive = small, poorly fitted or top-dose-only effect; inactive = no such curve, though single readings can be large or run the other way.

SMILES | D2 antagonist | mIDH1 inhibitor | rTrxR1 inhibitor | USP1 inh | Pin1 inh | D2 agonist | TrxR1 substrate | TRHR agonist | TRHR enhancer
CC(C)(C)c1ccc(OCC(=O)NNC(=O)c2cccnc2)cc1 | -10 | -2% | 5%[57.1 µM] | -12% | -11% | -0.2 | 1%[57.1 µM] | 1.3 | -1
CC1(C)Cc2c(sc(NC(=O)COc3ccc(Cl)cc3Cl)c2C(N)=O)C(C)(C)N1 | 17 | 15% | 35% | -10% | -9% | 1.3 | 38%[activator] | 2.8 | 24
COc1cccc(C(=O)OCC(=O)Nc2ccc3c(c2)OCCO3)c1 | . | 0% | 12% | ? | 1% | . | -1% | . | .
C[C@@H](C(=O)Nc1nc(-c2ccccn2)cs1)N1C(=O)C2CCCCC2C1=O (some centres undefined) | 11 | 9% | 16%[57.1 µM] | -20% | ? | 0.0 | 1%[57.1 µM] | 0.6 | 3
CN1/C(=C\C(=O)COC(=O)CNC(=O)c2ccccc2F)C(C)(C)c2ccccc21 | -27 | -4% | 3%[57.1 µM] | -9% | -4% | -0.8 | 5%[57.1 µM] | 0.9 | 1
CC(=O)Nc1ccc(S[C@@H](CCN2CC[C@H](C(C)(C)C)CCC2=O)c2ccccc2)cc1 | 4 | -10% | 62%&76%[activator] | -15% | 7% | 0.7 | -14%&1% | -0.1 | 15
O=C(O)CSc1nc2ccccc2o1 | 9 | 16% | 10% | -13% | 3% | 0.7 | 0% | -0.6 | 5
Cc1ccc2nc(NC(=O)CSCC(=O)OCC(=O)c3ccc(Br)cc3)sc2c1 | . | -2% | -8% | 4% | 23% | . | 7% | . | .
CCN(Cc1ccncc1)Cc1cn[nH]c1-c1ccc(OC)cc1F | -3 | 0% | -8% | -21% | -3% | 0.6 | 0% | 0.3 | -2
O=C(/C=C/c1ccco1)NC(=S)Nc1ccccc1N1CCOCC1 | -7 | 0% | ? | ? | 2% | 0.5 | -9% | 0.8 | -14
COc1cc2sc(-c3ccc(S(C)(=O)=O)cc3)c(C#CCO)c2cc1OC | . | -10% | 10% | 12% | 4% | . | 26% | . | .
O=C(CN1C(=O)C2C3C=CC(C4CC34)C2C1=O)Nc1cccc2ncccc12 (centres undefined) | 6 | 0% | -7% | -17% | -7% | 0.2 | -10% | 0.0 | 5
COc1ccc(CNC(=O)C2CCCN(S(=O)(=O)N3CC(C)CC(C)C3)C2)c(OC)c1 (centres undefined) | -11 | 0% | -18% | -6% | -2% | -1.1 | -18% | 0.0 | -14
Cc1ccccc1CN1CCN(S(=O)(=O)c2cccs2)CC1 | -14 | 11% | 30%[57.1 µM] | -15% | 3% | -1.3 | 6%[57.1 µM] | -0.8 | -5
O=C(CN(CC1CCCO1)C(=O)CNS(=O)(=O)c1ccc(F)cc1)NC1CCCC1 (centres undefined) | 5 | 6% | 18% | -25% | -7% | -0.1 | 2% | 0.1 | -2
NNC(=O)Cn1c(SCc2ccccc2)nc2ccccc21 | -4 | 4% | 3% | -16% | -2%&0% | 0.5 | -2%&-9% | 1.4 | -2
CCOC(=O)C1=C(C)NC(C)=C(C(=O)OCC)C1C(=O)OCC(=O)N(C)Cc1ccccc1 | . | 3% | 18%[57.1 µM] | -29% | -4% | . | 5% | . | .
O=C(NCc1ccccc1)NS(=O)(=O)c1ccccc1Cl | -20 | 3% | 21% | -12% | -4% | 0.2 | 13%[57.1 µM] | -0.3 | 2
CN(C)c1nc(N)nc(-c2nc3ccccc3s2)n1 | 19 | -7% | 7% | -4% | 5% | 0.1 | 7% | -0.4 | 2
O=C(Cc1ccc(F)cc1)NCCS(=O)(=O)N1CCN(c2ccccc2)CC1 | 46* | 12% | 31% | -19% | -1% | 10 | 1% | -0.5 | 1
Cc1ccc(-c2cc(C(F)(F)F)n3nc(C(=O)Nc4ccc(Cl)c(C(F)(F)F)c4)cc3n2)cc1 | . | -10% | 18% | ? | 0% | -0.6 | 5%[11.4 µM] | 0.9 | -3
CC(=O)COc1ccc2c(C)c(C)c(=O)oc2c1 | 6 | 0% | -43% | 1% | 8% | 0.4 | 168%[activator][57.1 µM] | 0.0 | -1
CCOc1ccc(C2C=C(c3ccc(C)cc3)Nc3nnnn32)cc1 (centres undefined) | 11 | -1% | ? | -11% | ? | 0.2 | 26% | -0.1 | 2
Clc1ccc(OCCCNCc2ccccc2)c(Br)c1 | -4 | 12% | -8% | -14% | -5% | 0.0 | -2% | -0.7 | 5
Cc1ccccc1Nc1c(-c2ccc(N3CCOCC3)cc2)nc2cnccn12 | 14 | 0% | 12% | -18% | 3% | 0.3 | 8% | 0.0 | -5
SMILES | D2 antagonist | mIDH1 inhibitor | rTrxR1 inhibitor | USP1 inh | Pin1 inh | D2 agonist | TrxR1 substrate | TRHR agonist | TRHR enhancer
CC(C)CN(C(=O)CCC(=O)OCC(=O)NCCc1ccccc1)c1c(N)n(CC(C)C)c(=O)[nH]c1=O | 11 | 2% | 7% | -11% | ? | 0.3 | 1% | 0.7 | 1
Cc1cc(C)nc(SCSc2nc(C)cc(C)n2)n1 | 2 | 10% | 17% | -6% | 0% | -1.3 | 0% | -0.3 | 2
CCOCCCNC(=O)C(NC(=O)c1ccc2c(c1)OCO2)c1ccc(OC)cc1 (centres undefined) | -17 | 2% | -17% | -17% | -4% | 0.3 | -8% | 0.8 | -1
CN1CC(COCc2ccccc2)Oc2ccccc2S1(=O)=O (centres undefined) | . | 0% | 7% | -15% | 0% | . | -4% | . | .
CCOc1ccc2[nH]c(=O)c(CN(CCCN3CCOCC3)Cc3nnnn3Cc3ccc(OC)cc3)cc2c1 | 10 | -1% | 4%[57.1 µM] | -1% | 1% | -0.8 | 3%[57.1 µM] | 4.4 | -6
CCCCC(=NCCc1c(C)[nH]c2ccc(OC)cc12)C1=C(O)CC(c2ccccc2)CC1=O (centres undefined) | -13 | 1% | 11%[57.1 µM] | -18% | 3% | 5.7 | 5%[57.1 µM] | -0.6 | -7
COC(=O)c1sc(NC(=O)CSc2nnc(Cn3nnc4ccccc43)n2C)nc1C | 0 | 7% | 11% | -12% | 0% | -1.4 | 1% | -0.8 | 8
CCOC(=O)C1=C(O)/C(=C/c2ccc(OCC(=O)O)c(OC)c2)SC1=Nc1ccc(OCC)cc1 | -14 | 4% | -19% | -26% | ? | -1.4 | -15% | -3.2 | 8
N#C/C(=C\c1cccs1)C(=O)NCc1ccco1 | . | 1% | -13%[57.1 µM] | -12% | 3% | . | -1%[57.1 µM] | 0.2 | 5
COCCNC(=O)/C(C#N)=C/c1cccc(NC(=O)c2ccccc2Cl)c1 | -4 | 4% | ? | -6% | 1% | 0.4 | -8% | 0.2 | -1
O=C(CSc1ccc(Cl)cc1)Nc1cc(-c2nc3ncccc3o2)ccc1Cl | -1 | . | . | . | . | 0.6 | . | 2.8 | 9
C(=C\c1ccccc1)/CSc1ccccn1 | 2 | 15% | 16%[57.1 µM] | -12% | -1% | -0.2 | 7%[57.1 µM] | 0.0 | -2
CCOC(=O)N1CCC(NC(=O)CCc2nc(-c3ccc(C)cc3)no2)CC1 | 16 | 2% | 7%[57.1 µM] | -14% | -4% | 0.4 | 7%[57.1 µM] | -0.1 | 1
COc1ccc(NC(=O)CSC2=Nc3ccccc3C3=NC(Cc4ccccc4)C(=O)N23)cc1 (centres undefined) | . | -16% | 12%[57.1 µM] | -26% | 10% | . | -3%[57.1 µM] | 0.0 | 7
CCC1Oc2ccc(C)cc2N(CC(=O)NCC2COc3ccccc3O2)C1=O (centres undefined) | -15 | -1% | 15% | -14% | ? | -0.3 | -9% | -0.1 | 0
CC(=O)Cc1nsc(Nc2ccc3c(c2)OCCO3)n1 | -7 | 3% | -26% | -4% | 6% | 0.6 | -3% | -1.1 | 3
C/C(=N\Nc1nc2ccccc2[nH]1)c1ccc2c(c1)OCO2 | 14 | -4% | -13% | -11% | 3% | -0.5 | -15% | -0.1 | 11
CCOc1ccccc1NC(=O)C1CCN(S(=O)(=O)Cc2ccccc2)CC1 | . | -2% | -22% | -24% | -1% | 3.1 | 122%[activator] | -0.4 | 2

Part of the list above in order of formula weight, falling:
SMILES | D2 antagonist | mIDH1 inhibitor | rTrxR1 inhibitor | USP1 inh | Pin1 inh | D2 agonist | TrxR1 substrate | TRHR agonist | TRHR enhancer
CCOCCCNC(=O)C(NC(=O)c1ccc2c(c1)OCO2)c1ccc(OC)cc1 (centres undefined) | -17 | 2% | -17% | -17% | -4% | 0.3 | -8% | 0.8 | -1
CCC1Oc2ccc(C)cc2N(CC(=O)NCC2COc3ccccc3O2)C1=O (centres undefined) | -15 | -1% | 15% | -14% | ? | -0.3 | -9% | -0.1 | 0
CN1CC(COCc2ccccc2)Oc2ccccc2S1(=O)=O (centres undefined) | . | 0% | 7% | -15% | 0% | . | -4% | . | .
Cc1cc(C)nc(SCSc2nc(C)cc(C)n2)n1 | 2 | 10% | 17% | -6% | 0% | -1.3 | 0% | -0.3 | 2
CC(=O)Cc1nsc(Nc2ccc3c(c2)OCCO3)n1 | -7 | 3% | -26% | -4% | 6% | 0.6 | -3% | -1.1 | 3

Assay outcomes: PubChem BioAssay, National Center for Advancing Translational Sciences (NCATS)

The list is partial; rates above refer to the full screens.
